SENP6 block = inhibitors of human SENP6 protease; Q9GZR1; Recombinant SENP6 catalytic domain, aminoluciferin luminescence; inhibition, % at 10 µM; actives 1.8% (n = 330,000); AID 2599;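 active = inhibition above about 50% at the single tested dose, limit read from the data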;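 note: plate controls were DMSO wells with enzyme for no effect and DMSO wells lacking enzyme for full effect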
SENP8 block-1 = blocks the human protease SENP8. Q96LD8. purified SENP8, Z-RLRGG-aminoluciferin cleavage, luminescence. inhibition, % at 10 µM. actives 1.2% (n = 330,000). AID 2540; in the data active = inhibition above about 50%
Apaf-1 inh = human Apaf-1 inhibition | O14727 | reconstituted apoptosome caspase-3 activity, DEVD-Rh110 fluorescence | inhibition, % at 20 µM | actives 0.71% (n = 330,000) | AID 489030; active = inhibition of at least 40% at 20 µM;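 note: plate controls were DMSO wells for no effect and DEVD-CHO caspase inhibitor wells for full effect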
Target sequence (O14727 whole entry, looked up): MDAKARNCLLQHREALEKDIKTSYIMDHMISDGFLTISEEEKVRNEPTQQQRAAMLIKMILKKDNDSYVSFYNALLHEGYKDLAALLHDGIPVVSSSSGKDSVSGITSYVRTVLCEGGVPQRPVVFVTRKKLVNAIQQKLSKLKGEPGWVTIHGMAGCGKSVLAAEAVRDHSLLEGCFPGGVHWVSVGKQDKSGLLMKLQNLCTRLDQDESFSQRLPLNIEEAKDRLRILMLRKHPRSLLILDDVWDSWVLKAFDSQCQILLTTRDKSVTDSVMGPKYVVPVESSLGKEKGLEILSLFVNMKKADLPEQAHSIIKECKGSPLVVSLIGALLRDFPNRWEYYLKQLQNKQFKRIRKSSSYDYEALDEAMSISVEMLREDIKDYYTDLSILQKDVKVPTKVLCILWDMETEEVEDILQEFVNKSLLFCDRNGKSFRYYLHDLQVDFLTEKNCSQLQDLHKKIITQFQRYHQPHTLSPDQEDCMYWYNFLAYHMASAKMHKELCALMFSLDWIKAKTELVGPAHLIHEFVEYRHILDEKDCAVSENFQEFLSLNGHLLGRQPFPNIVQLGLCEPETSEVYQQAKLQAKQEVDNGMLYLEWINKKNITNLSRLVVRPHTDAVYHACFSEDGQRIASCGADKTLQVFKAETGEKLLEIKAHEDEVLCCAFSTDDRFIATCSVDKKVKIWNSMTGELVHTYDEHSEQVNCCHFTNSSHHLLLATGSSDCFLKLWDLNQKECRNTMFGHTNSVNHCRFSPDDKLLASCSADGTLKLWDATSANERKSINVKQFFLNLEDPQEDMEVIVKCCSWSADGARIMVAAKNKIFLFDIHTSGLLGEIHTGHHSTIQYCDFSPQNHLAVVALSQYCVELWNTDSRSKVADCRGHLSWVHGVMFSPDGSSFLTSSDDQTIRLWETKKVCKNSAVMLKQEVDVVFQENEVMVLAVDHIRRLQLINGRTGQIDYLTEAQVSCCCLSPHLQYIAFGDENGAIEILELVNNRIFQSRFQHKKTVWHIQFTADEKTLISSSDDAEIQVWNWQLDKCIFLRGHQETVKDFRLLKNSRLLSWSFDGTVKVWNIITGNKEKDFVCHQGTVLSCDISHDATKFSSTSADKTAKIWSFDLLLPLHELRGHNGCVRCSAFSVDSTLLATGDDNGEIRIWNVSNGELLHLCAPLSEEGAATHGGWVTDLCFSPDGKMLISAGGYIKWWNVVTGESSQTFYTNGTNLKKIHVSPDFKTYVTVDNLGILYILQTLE
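Assay system: Apoptosome proteins | Medium: pH 7.5 Hepes buffer with CHAPS, BSA, DTT | Also added: Cytochrome c and DEVD-Rh110 substrate | Times: 30 min plus 50 min, RT | Detection: Rhodamine 110 fluorescence at Ex 480/Em 540 nm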
HKDC1 inhibitor = blocks human hexokinase HKDC1 activity; Q2TB90; recombinant HKDC1, G6PDH/diaphorase resazurin coupled fluorescence; inhibition, % at 20 µM; actives 0.16% (n = 340,000); AID 493160;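 active = inhibition above about 35% when tested at 20 µM, limit read from the data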;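 note: plate controls were DMSO wells with enzyme for no effect and DMSO wells lacking enzyme for full effect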
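Test system: recombinant HKDC1 (HK5) hexokinase enzyme, produced in-house; Amount: enzyme 5 µg/mL final; Buffer or medium: Tris pH 8.0 buffer with MgCl2, Tween-20, BSA, BME; Reagent: glucose and ATP substrates; Doses: 20 µM test compound, 1% DMSO; Incubation: 90 min reaction incubation at room temperature, dark; Detection: resorufin fluorescence at 613 nm.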
SENP7 inh = SENP7 protease inhibition. recombinant SENP7, Z-RLRGG-aminoluciferin luminescence, 40 min. inhibition, % at 5 µM. actives 1.5% (n = 330,000). AID 434973;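 active = inhibition above about 50% at the single test dose, limit read from the data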;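 note: plate controls were DMSO with enzyme for no effect and no enzyme buffer wells for full effect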
NALP3 yeast inh = NALP3 inhibition in yeast | Yeast reconstituted NLRP3/ASC/caspase-1, beta-gal luminescence, 24 h | inhibition, % at 10 µM | actives 0.39% (n = 330,000) | AID 2825;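 active = inhibition of 50% or more; inactive = inhibition below 50%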;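 note: plate controls were induced DMSO wells for no effect and uninduced yeast grown without galactose for full effect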
SENP8 block-2 = inhibitors of human SENP8 protease. AID 602440. recombinant SENP8, Nedd8 substrate fluorescence. actives 0.64% (n = 360,000). Q96LD8. inhibition, % at 20 µM; in the data active = inhibition mostly above about 40%, no sharp cut-off; inactive = mostly below about 27%
SENP1 inh = inhibitors of human SENP1 SUMO protease catalytic domain. Q9P0U3. recombinant SENP1 catalytic domain, CyPet-SUMO1-YPet FRET cleavage. inhibition, % at 10 µM. actives 0.21% (n = 360,000). AID 624204;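 active = inhibition at least 30% at 10 µM, raw YFP signal under a set limit, fluorescence ratio 0.5 to 1.5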;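 note: 0% = enzyme with DMSO and 100% = no enzyme wells; some results filed as inactive read as strong as hits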
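Assay system: hSENP1 catalytic domain, recombinant. Amount: SENP1 enzyme, 20 pM final. Schedule: 50 min reaction, RT, dark. Technique: FRET, CFP and YFP emission. Control set: no-enzyme wells low, DMSO-plus-enzyme wells high control.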
PfGluPho inh = PfG6PD (Plasmodium falciparum) enzyme inhibition | PfGluPho enzyme, NADPH resazurin-diaphorase fluorescence | inhibition, % at 20 µM | actives 0.78% (n = 350,000) | AID 504690;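 active = inhibition reaching at least a set limit at 20 µM in the primary screen, cut at about 59% in these data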;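 note: 0% = DMSO wells with substrate and 100% = DMSO wells lacking glucose-6-phosphate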
Active calls of the source: *; i = inactive; nt = not tested or not shown.

SMILES	SENP6 block	SENP8 block-1	Apaf-1 inh	HKDC1 inhibitor	SENP7 inh	NALP3 yeast inh	SENP8 block-2	SENP1 inh	PfGluPho inh
CN1C(=O)c2ccc(N(C)C)cc2C1=O	-13	-3	-10	-4	2	13	-30	35	-8
COc1ccccc1NS(=O)(=O)c1ccc(-c2cc(C)no2)s1	-9	-5	8	4	-12	-2	6	1	-19
Cc1ccc(C)c(NC(=O)CCN2C(=O)C3CC=CCC3C2=O)c1 (stereo not given)	3	-1	-15	-4	5	11	5	2	-1
O=C(Nc1ccc(-c2cn3ccsc3n2)cc1)C1COc2ccccc2O1 (stereo not given)	28	0	8	-1	12	22	4	-1	19
O=C(Cc1ccccc1)NC1CCN(C(=O)c2ccc([N+](=O)[O-])cc2)CC1	nt	nt	nt	-5	nt	nt	15	2	-12
CCn1cc(Cl)c(C(=O)Nc2ccc3c(c2)OCCO3)n1	-6	23	0	5	42	3	19	2	-5
CCOc1ccc(NC(=O)C2CCCN(C(=O)NCc3ccccc3)C2)cc1 (stereo not given)	-2	-6	2	-1	-11	4	15	2	-11
CCc1ccc(NC(=S)N(CCCN2CCOCC2)Cc2ccco2)cc1	-3	5	-5	-6	8	-7	13	3	16
COc1ccccc1NC(=O)COC(=O)c1oc2ccccc2c1C	-9	-14	16	1	-14	15	6	-1	9
Cc1ccc2c(=O)n3c(nc2c1)C(Cc1ccc(O)cc1)NC(=O)c1ccc(Cl)cc1-3 (stereo not given)	-14	-9	11	nt	-10	-2	nt	nt	nt
Cc1cccc2sc(N(CCCN(C)C)C(=O)c3ccc4ncsc4c3)nc12	-4	-5	13	-2	-2	13	-3	-19	13
COc1ccccc1CNC(=O)c1nccnc1CO	-24	48	-5	-5	2	10	16	-1	11
CC(C)c1ccc(S(=O)(=O)N2CCN(CC(=O)Nc3ccc(Cl)cc3F)CC2)cc1	-7	-8	22	0	-4	18	1	5	-7
Cc1cccc(NC(=O)COc2ccccc2)c1	-9	-4	3	-8	7	33	17	1	-2
COc1ccc(CNC(=O)[C@H](C)NC(=O)C2CCN(S(=O)(=O)c3ccc(C)cc3)CC2)cc1	1	5	12	-16	-5	10	15	1	-7
Cc1c(/C(O)=C2\C(=O)C(=O)N(CCCN(C)C)C2c2cccs2)cnn1-c1ccccc1 (stereo not given)	nt	nt	nt	8	nt	nt	20	0	-13
CCn1c(O)c(N=NC(=O)c2cccc(S(=O)(=O)N3CCCCC3)c2)c2ccccc21	3	3	19	3	4	15	28	1	-3
O=S(=O)(c1ccc(NC(=S)NN=C(C2CC2)C2CC2)cc1)N1CCOCC1	9	0	0	-14	2	18	-56	-3	23
Cc1ccc(/C=C2\SC(=S)N(CCC(=O)N3CCOCC3)C2=O)cc1	-18	-3	5	-4	0	-10	25	3	8
O=C(Nc1nnc(-c2ccccc2)s1)c1ccccc1F	15	-7	16	1	-16	38	-57	1	-28
O=c1c2cc(N3CCOCC3)ccc2[nH]c(=S)n1Cc1cccc(Cl)c1	-2	-7	19	9	-7	20	-291	-64	6
COC(=O)CSC1=NS(=O)(=O)c2ccccc21	-20	2	3	-5	3	20	29	2	57
COc1ccc(OC)c(S(=O)(=O)NC2CC(=O)N(c3ccc(C)c(C)c3)C2)c1 (stereo not given)	-13	5	8	-6	-5	0	0	0	8
COc1ccc2nc(NC(=O)CSc3nnnn3C)sc2c1	-31	-8	3	-3	-5	6	8	2	-30
COc1ccc(NS(=O)(=O)c2cc(NC(=O)/C=C/c3cc(OC)ccc3OC)ccc2N2CCCCC2)cc1	-8	-4	-6	-4	1	16	-402	-20	1

4 records drawn at random from the list so far:
SMILES	SENP6 block	SENP8 block-1	Apaf-1 inh	HKDC1 inhibitor	SENP7 inh	NALP3 yeast inh	SENP8 block-2	SENP1 inh	PfGluPho inh
Cc1cccc2sc(N(CCCN(C)C)C(=O)c3ccc4ncsc4c3)nc12	-4	-5	13	-2	-2	13	-3	-19	13
Cc1c(/C(O)=C2\C(=O)C(=O)N(CCCN(C)C)C2c2cccs2)cnn1-c1ccccc1 (stereo not given)	nt	nt	nt	8	nt	nt	20	0	-13
O=C(Nc1ccc(-c2cn3ccsc3n2)cc1)C1COc2ccccc2O1 (stereo not given)	28	0	8	-1	12	22	4	-1	19
Cc1ccc(C)c(NC(=O)CCN2C(=O)C3CC=CCC3C2=O)c1 (stereo not given)	3	-1	-15	-4	5	11	5	2	-1

(next part)
SMILES	SENP6 block	SENP8 block-1	Apaf-1 inh	HKDC1 inhibitor	SENP7 inh	NALP3 yeast inh	SENP8 block-2	SENP1 inh	PfGluPho inh
Cc1ccc(Cn2c(=N)c(C(=O)NC3CCCCC3)cc3c(=O)n4ccccc4nc32)cc1	1	3	27	3	5	11	-282	-25	29
CCOC(=O)C1=C(CSc2nc(-c3ccccc3)ccc2C#N)OC(N)=C(C#N)C1c1ccc(OC)cc1 (stereo not given)	2	-1	7	3	0	14	i	-24	36
CC(=O)N(C)c1ccc(NC(=S)Nc2cccc3ccccc23)cc1	68*	59*	21	18	47	23	-423	-23	7
CN1C(=O)NC(c2ccccc2[N+](=O)[O-])C2=C1CC(C)(C)CC2=O (stereo not given)	-3	-2	5	3	-1	13	15	0	-2
Cc1ccc2c(c1)cc(C(=O)N1CCN(c3ccccn3)CC1)n2C	12	-4	5	-5	-2	11	5	0	-1
CCCc1c(C(=O)OCC)[nH]c2c1C(=O)CCC2	-12	-1	2	0	-7	-1	2	0	4
CC(CNC(=O)C1CCCCC1)NC(=O)C1CCCCC1 (stereo not given)	3	-2	-7	10	10	5	4	1	-4
CC(C)C(c1nnnn1C(C)(C)C)N1CCN(c2cccc(Cl)c2)CC1 (stereo not given)	-5	-6	15	0	-1	21	20	4	9
CCCCCCN1CC(O)=C(c2nc3ccccc3[nH]2)C1=N	7	0	-22	-9	-3	28	15	1	-4
COCCOC(=O)C1=C(C)NC(=O)NC1c1cccs1 (stereo not given)	-15	0	-7	0	3	1	28	3	-5
Cc1cc(OCC(=O)Nc2cccc(S(=O)(=O)N3CCCC3)c2)ccc1Cl	-3	-9	19	1	-13	20	-12	-3	0
Cc1ccc(C)c(S(=O)(=O)N2CCN(C(=O)CSc3ccccc3F)CC2)c1	2	3	29	-4	0	22	5	-1	13
C/C(=N\NC(=O)CC1(C)OCCO1)c1cccs1	-20	-15	-21	-8	-7	-6	2	3	-2
S=C(NCc1ccccc1)NCc1ccccn1	-12	-6	-12	-7	-2	13	12	0	9
c1ccc(-c2csc(N3CCc4ccccc4C3)n2)cc1	-4	-13	18	7	-4	17	6	-1	12
Cc1cccnc1Nc1nc(-c2ccc(O)cc2O)cs1	69*	56*	14	-2	27	16	11	-1	17
CCC(CC)C(=O)N1CC(=O)Nc2ccc(F)cc2C1c1ccccc1 (stereo not given)	5	-3	8	-1	3	13	17	2	-11
CN(CC(=O)Nc1ccccc1Cl)C1CCS(=O)(=O)C1 (stereo not given)	11	-1	-3	2	-1	13	6	0	-2
COc1ccc(N2CCN(C(=O)CN3C(=O)NC4(CCCCCC4)C3=O)CC2)cc1	14	6	5	-2	9	8	-3	3	14
c1ccc(COc2ccccc2CNC23CC4CC(CC(C4)C2)C3)cc1	-11	-6	14	10	-10	4	10	3	9
C/C(=N/NC(=O)c1cccs1)c1cccs1	33	15	-11	0	62*	23	-12	1	-4
COc1ccccc1C(=O)NC(=O)CSc1nnnn1C	11	-3	-3	-3	7	13	23	2	-9
CSc1ncccc1C(=O)N1CCCC(C(=O)c2cc(F)ccc2F)C1 (stereo not given)	-4	1	-13	-3	0	6	57*	5	0
COc1cccc(NC(=O)COC(=O)/C=C/c2ccco2)c1	-19	-1	-3	-5	-10	4	6	-4	18
Cc1ccccc1NC1=C/C(=N\S(=O)(=O)c2cccs2)c2ccccc2C1=O	86*	90*	97*	63*	89*	16	99*	4	99*
SMILES	SENP6 block	SENP8 block-1	Apaf-1 inh	HKDC1 inhibitor	SENP7 inh	NALP3 yeast inh	SENP8 block-2	SENP1 inh	PfGluPho inh
Cc1cccc(-c2ncc(CN3CCN(C4CCCC4)C(CCO)C3)cn2)c1 (stereo not given)	12	-10	12	12	7	4	-8	-2	-18
O=C(NCCC(=O)N1CCN(c2ccccc2F)CC1)c1ccco1	-2	-16	6	-2	10	8	9	0	6
Cc1ccc(CSCCNC(=O)CN(c2cc(C)ccc2C)S(C)(=O)=O)cc1	22	2	17	-3	5	18	6	1	3
Cc1c(Cc2ccc3c(c2)OCO3)sc(NC(=O)C2CC2)c1C(N)=O	1	-7	-16	-5	4	-7	17	0	70*
CCOC(=O)COc1cccc2c(=O)n(CC(=O)N3CCN(C(=O)OCC)CC3)ccc12	-21	-15	4	-5	9	3	-70	1	-10
COc1ccc2cc3cc(C(=O)NCC4COc5ccccc5O4)oc3nc2c1 (stereo not given)	-10	2	23	-2	-3	19	i	-6	-9
CCn1nc(C)cc1C(=O)NC1CC(C)(C)Cc2c1cnn2-c1cccc(F)c1 (stereo not given)	1	7	16	-4	9	24	12	0	-1
O=S(=O)(c1ccccc1)c1cnn(-c2ccccc2)c1-c1ccc(Cl)cc1	-5	3	13	-2	-2	-4	-2	2	7
C=CCn1c(-c2cccc(S(=O)(=O)N3CCOCC3)c2)n[nH]c1=S	-18	-3	1	-5	1	11	-8	-1	28
Cc1oc(C(C)(C)C)cc1C(=O)NC(Cc1ccccc1)C(=O)O (stereo not given)	-17	-4	-18	-3	1	-6	5	1	8
COc1ccc(Br)cc1CN(C)C(=O)C1=CC=CN2CCS(=O)(=O)N=C12	16	7	-6	-8	4	7	-145	-1	-9
O=C(/C=C/c1ccccc1)NC(=S)Nc1ccccc1C(=O)NC1CCCCC1	8	0	-9	-4	0	2	5	1	-15
CCOc1ccc(-n2cc(C(=O)Nc3cccc(OC)c3)c3cc(OC)c(OC)cc3c2=O)cc1	9	-5	21	6	8	-1	-12	-2	18
Cc1ccc(NC(=O)Cc2nnc(SCC(=O)Nc3ccc(N4CCOCC4)cc3)n2C)cc1	-6	-3	-3	-3	0	10	14	1	-21
O=C(c1cc(-c2ccc(Cl)cc2Cl)on1)N1CCCCCC1	73*	55*	23	-3	54*	36	6	1	1
Fc1ccc(CNc2ncnc3c2cnn3-c2ccccc2)cc1	-12	-7	6	-3	-5	28	14	1	15
O=C(Oc1nsnc1N1CCCCC1)N1CCOCC1	-7	-4	6	-9	-13	-4	0	0	-6
CC1=C(C)/C(=N\OS(=O)(=O)c2ccc(C)cc2)C=CC1=O	nt	nt	nt	15	nt	nt	27	2	108*
COc1ccc(CCNC(=O)c2cc(S(=O)(=O)N3CCC4(CC3)OCCO4)ccc2F)cc1OC	-2	-1	-8	-10	-3	22	9	1	4
COCC(C)n1c(SCC(=O)Nc2c(C)n(C)n(-c3ccccc3)c2=O)nc2ccccc2c1=O (stereo not given)	15	1	-3	-8	6	9	11	2	10
CCC(=O)N(CCC(c1ccco1)c1ccccc1OC)Cc1cccs1 (stereo not given)	-7	-8	1	8	-10	5	8	-4	0
CCOC(=O)Cc1csc(NC(=O)C(CC(C)C)NC(=O)C2CCCCC2)n1 (stereo not given)	5	2	-13	-11	-6	5	12	1	-28

Single entries from the entries so far:
Value for Cc1cccc(-c2ncc(CN3CCN(C4CCCC4)C(CCO)C3)cn2)c1 (stereo not given) under HKDC1 inhibitor: 12
Value for CCOC(=O)Cc1csc(NC(=O)C(CC(C)C)NC(=O)C2CCCCC2)n1 (stereo not given) under HKDC1 inhibitor: -11

Source: PubChem BioAssay (Sanford-Burnham Center for Chemical Genomics)
